Compound activity (PubChem)
XiGFP reactiv – reactivates the inactive X chromosome in mouse fibroblasts; XiGFP mouse fibroblasts, % GFP-positive cells imaging, 3 d; cells co-treated with 5-aza-dC sensitizer; scaled so ellipticine positive control = 100%; activation, % at 7.58 µM; 360,000 tested, 0.055% active; AID 743238;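 active = mean normalized replicate activation at least 10% and every replicate at or above 10%; inconclusive = only one of the two criteria met; inactive = mean below 10% and not all replicates reach 10%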;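 note: 0% = median of on-plate neutral control wells and 100% = ellipticine 6 µM median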
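material = 68-5-11 XiGFP fibroblast line | medium = DMEM plus 5-aza-dC sensitizer | schedule = 3 days compound exposure | benchmarks = positive control ellipticine, 6 µM final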
PAX8 inh HTS – lowers PAX8-driven luciferase in RMG-I cells; 360,000 tested, 1.2% active; inhibition, % at 12.6 µM; RMG-I TPO-luciferase reporter, SteadyGlo, 24 h;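 active = mean replicate inhibition at least 60% with every replicate also reaching 60%; inconclusive = only one of the two criteria is met; inactive = mean below 60% and not all replicates reaching 60%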;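 note: luciferase light reporting Pax8 driven TPO promoter activity; plate controls were median of neutral control wells for no effect and mitoxantrone controls for full effect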
EWS-Fli inh – inhibitors of EWS/Fli oncoprotein transcriptional activity. A673 NR0B1-luciferase reporter, viability-normalised. inhibition, % at 12.6 µM. 350,000 tested, 0.67% active. AID 651661;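 active = mean inhibition of at least 50% after viability correction, with every replicate also passing that limit; inconclusive = mean reaches 50% but only one of two replicates passes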;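 note: firefly luciferase signal divided by Alamar Blue viability fluorescence both relative to DMSO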
ERp5 block – blocks human ERp5 reductase activity on insulin; Q15084; ERp5 insulin aggregation, absorbance 650 nm, 90 min; inhibition, % at 9.99 µM; 350,000 tested, 0.05% active;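 active = mean replicate inhibition above about 25%, with every replicate also reaching it, limit read from the data, passing the limit was not always enough; inconclusive = only one of those two criteria met; inactive = neither criterion met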
Target sequence (Q15084 whole entry, looked up): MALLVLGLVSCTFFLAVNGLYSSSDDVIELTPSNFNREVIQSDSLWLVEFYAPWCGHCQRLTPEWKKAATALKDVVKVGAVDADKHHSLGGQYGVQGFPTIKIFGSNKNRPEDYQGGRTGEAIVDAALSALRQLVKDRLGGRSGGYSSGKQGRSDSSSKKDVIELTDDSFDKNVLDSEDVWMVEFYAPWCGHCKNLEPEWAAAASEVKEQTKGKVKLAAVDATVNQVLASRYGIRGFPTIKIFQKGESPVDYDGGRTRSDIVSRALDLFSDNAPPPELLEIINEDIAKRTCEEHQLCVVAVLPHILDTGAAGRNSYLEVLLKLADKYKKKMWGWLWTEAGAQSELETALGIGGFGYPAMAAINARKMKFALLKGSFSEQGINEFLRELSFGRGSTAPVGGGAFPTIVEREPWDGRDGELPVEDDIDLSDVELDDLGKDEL
DENV2 CPE – inhibitors of DENV2 cytopathic effect; DENV2-infected cells, cytopathic effect rescue, plate reader; CPE inhibition, % at 9.99 µM; 350,000 tested, 1.7% active; AID 651640; in the data active = CPE inhibition above about 20%, passing the limit was not always enough; inconclusive = no clear call, values can overlap the other calls; tested in BHK-21 cells;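 note: 0% = median of neutral control wells and 100% = median of positive control wells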
INS-1E GSIS act – primary screen for activators of insulin secretion dependent on glucose, INS-1E cells, GLuc reporter luminescence; INS-1E GLuc reporter insulin secretion, 2-3 h; activation, % at 16.6 µM; 370,000 tested, 0.61% active; AID 743287;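 active = lowest replicate activation of at least 40%, so every replicate reaches that level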;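 note: 0% = median of neutral control wells and 100% = median of IBMX positive control wells; some compounds called inactive have numbers as strong as hits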
F508del corr – correctors of CFTR F508del function in bronchial epithelial cells; CFBE cells, YFP halide quenching; stimulated with forskolin plus potentiator P3; % fluorescence drop versus neutral controls; activity (quench increase), % at 7.58 µM; 350,000 tested, 0.36% active;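 active = mean added fluorescence quench of at least 8% versus neutral control, with both replicates also reaching 8%; inconclusive = only one of the mean or replicate conditions met; inactive = mean below 8% and not both replicates reaching 8%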;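 note: cells transiently co-express mutant CFTR-F508del with the halide-sensitive YFP; corrector assay measuring rescue of mutant channel to the surface after 24 h compound exposure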
ARNT TACC3 PPI – disrupts binding between human ARNT and TACC3; Q9Y6A5; inhibition, % at 9.99 µM; AlphaScreen His-ARNT PAS-B/GST-TACC3 binding, luminescence; TACC3 fragment carries E629A point mutation; 390,000 tested, 0.66% active;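 active = mean inhibition of replicates at least 50% and at least half of replicates each reaching 50%; inconclusive = half or more replicates reach 50% but mean below 50%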;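 note: 0% = complete ARNT plus TACC3 wells and 100% = ARNT alone without TACC3; many hits fall short of the cut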
* = called active by the depositor; ? = inconclusive; / = not tested or not shown.

canonical_smiles,XiGFP reactiv,PAX8 inh HTS,EWS-Fli inh,ERp5 block,DENV2 CPE,INS-1E GSIS act,F508del corr,ARNT TACC3 PPI
C/C=C/c1cnc2c(c1)C(=O)N([C@H](C)CO)C[C@@H](C)[C@H](CN(C)Cc1ccncc1)O2,-0.1,/,-12,-5,3,22,1.5,-8
COc1ccc2nc(C)cc(SCC(=O)N/N=C/c3ccccc3)c2c1,0.1,27,/,/,/,-38,/,-1
C[C@@H]1CN([C@H](C)CO)C(=O)Cc2cc(NC(=O)NC3CCCCC3)ccc2O[C@@H]1CN(C)Cc1ccc(C(=O)O)cc1,0.1,-14,-9,2,1,8,0.0,-4
COc1ccc(CN(C)C[C@@H]2OCCCC[C@H](C)Oc3ccc(NS(=O)(=O)c4cn(C)cn4)cc3C(=O)N([C@H](C)CO)C[C@@H]2C)cc1,0.3,-1,-2,-3,2,2,-3.8,12
O=C(COc1ccc(Br)cc1)N(CCO)CCO,0.1,12,-2,4,-3,4,2.3,-1
COc1ccccc1N=CC1=C(O)CC(c2ccccc2)CC1=O (stereo not drawn),0.1,16,11,0,1,8,-0.7,-2
COc1ccc(CNC(=O)CCCNC(=O)c2ccc(Cl)cc2)cc1OC,0.0,8,-5,1,3,10,0.7,-8
c1ccc(OCCn2c(-c3ccco3)nc3ccccc32)cc1,/,/,-19,-8,4,26,0.7,6
CN(C)CCCNS(=O)(=O)c1ccc(NC2CCCCCC2)c([N+](=O)[O-])c1,/,30,49,1,-9,-5,-1.1,6
CCn1cc(CN2CCCC(C(=O)c3ccc(-c4ccccc4)c(F)c3)C2)cn1 (stereo not drawn),0.0,19,8,0,-3,-19,0.0,4
COc1ccc2c3c(n(C)c2c1)[C@H](CO)NCC31CN(CC2CC2)C1,0.4,/,-5,-12,0,17,-1.2,/
CCCNC(=O)N1C[C@@H](C)[C@@H](OC)CN(C)C(=O)c2cc(NC(=O)CC)ccc2OC[C@@H]1C,0.1,1,-3,3,2,-3,-2.1,-19
Nc1ccn([C@@H]2O[C@H](C(=O)N[C@H](Cc3ccccc3)C(=O)N3CCN(C(=O)N4CCCCC4)CC3)[C@@H](O)[C@H]2O)c(=O)n1,0.4,-18,-30,1,16,4,1.9,/
CCc1cc(C(=O)Nc2nc(-c3ccccn3)cs2)sc1C,0.4,16,9,-7,4,8,1.5,65*
C[C@@H]1CCCCO[C@@H](CN(C)C(=O)CCCN(C)C)[C@H](C)CN([C@@H](C)CO)C(=O)c2cc(NC(=O)Nc3ccc(F)cc3)ccc2O1,-1.0,-41,-21,?,0,20,-1.7,4
Cc1cc(N/C=C2\CCCCC2=O)no1,/,/,-29,-6,-5,12,0.8,-3
C[C@@H](NC(=O)[C@@H]1[C@@H](CO)[C@@H]2Cn3c(cccc3=O)[C@H]1N2C(=O)C1CCC1)c1ccccc1,-0.1,/,-6,-2,2,0,/,-11
CC(C)N(c1ccccc1)c1ccc(NC(=S)NCCN(C)C)cc1,-0.4,0,15,3,-6,9,0.9,30
COCCNC(=O)[C@H]1[C@H](CO)[C@H]2Cn3c(ccc(-c4ccccc4F)c3=O)[C@@H]1N2S(C)(=O)=O,0.2,/,-5,2,?,11,/,-4
CCN(CC)S(=O)(=O)c1ccc(C)c(NC(=O)CN2C(=O)NC3(CCCC3)C2=O)c1,0.2,9,-3,0,-4,15,2.0,-6
C[C@@H](NC(=O)C[C@H]1CC[C@@H](NC(=O)CN2CCOCC2)[C@H](CO)O1)c1ccccc1,2.5,-14,6,1,14,-9,-4.0,1
Cc1cccc(OCC(=O)OCC(=O)N2CCCc3ccccc32)c1C,-0.1,4,-3,0,9,/,-3.3,-5
Cn1ccc2c(/C=C/c3ccc(F)cc3)cc3c(c21)C1CCC3C1 (stereo not drawn),/,16,3,2,?,12,2.7,/
O=C(C[C@H]1C[C@@H]2c3cc(NC(=O)Nc4ccccc4)ccc3O[C@@H]2[C@H](CO)O1)NCc1cccc(F)c1,0.1,11,2,3,5,-4,1.7,2

Some of these compounds in order of their number in F508del corr, ascending.
structure,ERp5 block,DENV2 CPE,INS-1E GSIS act,F508del corr,ARNT TACC3 PPI
Cc1cccc(OCC(=O)OCC(=O)N2CCCc3ccccc32)c1C,0,9,/,-3.3,-5
COc1ccccc1N=CC1=C(O)CC(c2ccccc2)CC1=O (stereo not drawn),0,1,8,-0.7,-2
Cc1cc(N/C=C2\CCCCC2=O)no1,-6,-5,12,0.8,-3
CC(C)N(c1ccccc1)c1ccc(NC(=S)NCCN(C)C)cc1,3,-6,9,0.9,30
Cn1ccc2c(/C=C/c3ccc(F)cc3)cc3c(c21)C1CCC3C1 (stereo not drawn),2,?,12,2.7,/

(continued)
canonical_smiles,XiGFP reactiv,PAX8 inh HTS,EWS-Fli inh,ERp5 block,DENV2 CPE,INS-1E GSIS act,F508del corr,ARNT TACC3 PPI
Nc1ncnc2c1ncn2[C@@H]1O[C@H](C(=O)Nc2ccc(Oc3ccccc3)nc2)[C@@H](O)[C@H]1O,-0.1,-1,-8,2,-1,/,-1.1,/
O=[N+]([O-])c1ccc(C(O)CN2CCN(Cc3ccccc3)CC2)cc1 (stereo not drawn),0.0,23,-8,-1,-2,19,-1.6,6
COc1cc(CCC(=O)N2CCN(c3ccc([N+](=O)[O-])cc3)CC2)cc(OC)c1OC,0.0,4,14,-7,6,-5,-1.0,5
C[C@H]1CN([C@@H](C)CO)C(=O)Cc2cc(NS(=O)(=O)c3cn(C)cn3)ccc2O[C@@H]1CN(C)S(C)(=O)=O,0.2,5,-11,-2,-3,19,-0.1,-2
Cc1noc(C)c1NC(=O)N(C)C[C@H]1Oc2c(NC(=O)Nc3cccc4ccccc34)cccc2C(=O)N([C@@H](C)CO)C[C@@H]1C,-0.7,/,-5,4,-18,20,-0.6,-3
COc1ccc(-c2ccc([C@H]3[C@@H](CO)N4C(=O)CN(C(=O)c5cccnc5)C[C@@H]34)cc2)cc1,0.1,-1,2,-4,0,10,-1.3,/
COc1ccc(C(=O)Nc2ccc3c(c2)C(=O)N(C)C[C@@H](OC)[C@@H](C)CN(C)[C@H](C)CO3)cc1,-0.2,4,-11,9,12,3,0.8,5
CN1c2ccc(-c3cccc(C#N)c3)cc2[C@H]2[C@H](CCN2S(=O)(=O)c2ccccc2)[C@@H]1CO,0.2,25,17,7,-19,9,5.8,-6
C[C@H](CO)N1C[C@H](C)[C@H](CN(C)CC2CC2)OCCCC[C@H](C)Oc2ccc(NC(=O)Cc3ccccc3)cc2C1=O,0.0,-14,/,-7,0,-5,-1.8,14
COCC(=O)N(C)C[C@@H]1Oc2cc(C#CC3CC3)ccc2S(=O)(=O)N([C@H](C)CO)C[C@H]1C,-0.5,/,-4,-1,7,5,-1.6,-3
NC(CCc1ccccc1)c1csc(Nc2nccc(C(F)(F)F)n2)n1 (stereo not drawn),0.5,-28,-3,-3,-2,/,-0.6,/
O=C(C[C@@H]1C=C[C@H](NC(=O)Cc2ccccn2)[C@H](CO)O1)NCCCN1CCOCC1,0.4,10,-17,1,33*,9,4.3,/

2 entries drawn at random from those above, as already listed:
canonical_smiles,XiGFP reactiv,PAX8 inh HTS,EWS-Fli inh,ERp5 block,DENV2 CPE,INS-1E GSIS act,F508del corr,ARNT TACC3 PPI
C[C@H](CO)N1C[C@H](C)[C@H](CN(C)CC2CC2)OCCCC[C@H](C)Oc2ccc(NC(=O)Cc3ccccc3)cc2C1=O,0.0,-14,/,-7,0,-5,-1.8,14
COCC(=O)N(C)C[C@@H]1Oc2cc(C#CC3CC3)ccc2S(=O)(=O)N([C@H](C)CO)C[C@H]1C,-0.5,/,-4,-1,7,5,-1.6,-3

(next part)
canonical_smiles,XiGFP reactiv,PAX8 inh HTS,EWS-Fli inh,ERp5 block,DENV2 CPE,INS-1E GSIS act,F508del corr,ARNT TACC3 PPI
COc1ccc(NC(=O)C(c2ccccc2)c2ccccc2)c(OC)c1,0.1,-62,9,4,-2,/,4.6,5
C[C@H](NC(=O)c1ccccc1Cl)C(=O)Nc1ccccc1F,0.0,0,2,3,7,0,1.9,0
C/C(N)=C(/C#N)C(=O)CSc1nn(-c2ccc(Cl)cc2)c(=S)s1,0.0,-87,-59,6,2,-32,2.0,5
O=C(NC[C@H]1N[C@H](CO)[C@@H]1c1ccccc1)C1CCCC1,0.1,-13,-11,-3,4,7,0.8,5
C[C@H]1CCCCO[C@H](CN(C)C(=O)c2ccccc2)[C@@H](C)CN([C@@H](C)CO)C(=O)c2cc(NS(=O)(=O)c3cccs3)ccc2O1,0.0,6,1,7,4,-23,-0.6,-6
Cc1noc(C)c1NC(=O)Nc1ccc2c(c1)C(=O)N([C@H](C)CO)C[C@@H](C)[C@H](CN(C)C(=O)Nc1cccc3ccccc13)O2,0.0,/,-3,2,?,7,-0.9,0
C[C@@H]1CN([C@H](C)CO)C(=O)c2cccc(NC(=O)c3nc4ccccc4s3)c2O[C@@H]1CN(C)C(=O)NC1CCCCC1,-0.5,/,-7,1,10,-19,-0.9,11
O=C(NCCc1ccc(O)c(O)c1)C1COc2ccccc2O1 (stereo not drawn),0.0,21,?,4,?,0,2.4,/
Cc1cccc(NC(=O)C(C)Sc2nc3nc(C)cc(C)n3n2)c1 (stereo not drawn),0.3,-7,-3,1,2,/,0.8,0
COc1ccc(-c2cnc3c(c2)C(=O)N([C@@H](C)CO)C[C@H](C)[C@H](CN(C)C(=O)C2CC2)O3)cc1,0.2,/,-1,/,/,7,-1.3,/
CCc1nc2c(OCc3ccccc3)cccn2c1N(Cc1ccccc1)C(C)=O,0.0,-12,2,4,-7,-13,-0.5,/
COc1ccc(C(O)c2nccc3cc(OC)c(OC)cc23)cc1OC (stereo not drawn),0.2,-11,14,0,0,83*,3.1,6
O=C(Nc1ccc(Oc2ccsc2C(=O)O)cc1)c1ccccc1,0.2,17,4,-4,12,-6,-1.0,-2
CCn1cc(C(=O)N(C)c2ccc(OC)cc2)c2cc(OC)c(OC)cc2c1=O,0.0,-8,7,-2,6,-11,0.7,0
CN(C)C(CNC(=O)c1cc(S(=O)(=O)N(C)c2ccccc2)ccc1Cl)c1ccccc1 (stereo not drawn),-0.1,3,14,2,-2,-26,4.5,0
CN(C)C(=O)c1nnc(Cc2ccc(Cl)cc2)o1,0.2,-17,-21,2,1,14,-1.4,-2
